# Screening data (PubChem)
# SW480 rereplic: inducers of DNA re-replication in SW480 colon cancer cells; SW480 DNA re-replication, Hoechst DNA content imaging, 48 h; 340,000 compounds, 1.8% hits; AID 624297; Potency, µM (doses to about 46.1 µM), without a hit: top-dose re-replication activation, actives largely listed as activators; further: potency means the concentration at half of the fitted maximal effect; % of control where 0% means no effect; nearly all actives have a fitted effect of over 55% in size
#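 Image-based DNA-content assay: after two days of treatment, nuclei were labelled with the DNA dye Hoechst and imaged, and hits were compounds raising the count of nuclei showing high fluorescence intensity.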
# KB-V1 MDR tox: kills drug-selected multidrug resistant KB-V1 cells. KB-V1 MDR cells viability, CellTiter-Glo, 72 h. Potency, µM (top dose mostly 46.1 µM), for inactives: at the top dose activity change, negative = cytotoxicity, actives largely listed as cytotoxic. 400,000 compounds, 3.4% hits. AID 1347076; further: potency means the concentration at half of the fitted maximal effect; on the % scale 0 is the no-effect control and ±100 the full control effect; nearly all actives have a fitted effect of over 60% in size
#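 Compound-treated KB-V1 multidrug-resistant cells, 72 h, 37 degrees C; viability by CellTiter-Glo. Fitted qHTS curves give the values.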
# D3 ag: activates the human D3 dopamine receptor; P35462; 410,000 compounds, 0.58% hits; AID 652048; D3R DiscoveRx beta-arrestin cells, luminescence, 90 min; max activation, %; in the data active means max activation above about 30%; further: 0% is about no effect; mostly tested at two doses, the higher about 12 µM
# Target sequence (P35462 whole entry, looked up): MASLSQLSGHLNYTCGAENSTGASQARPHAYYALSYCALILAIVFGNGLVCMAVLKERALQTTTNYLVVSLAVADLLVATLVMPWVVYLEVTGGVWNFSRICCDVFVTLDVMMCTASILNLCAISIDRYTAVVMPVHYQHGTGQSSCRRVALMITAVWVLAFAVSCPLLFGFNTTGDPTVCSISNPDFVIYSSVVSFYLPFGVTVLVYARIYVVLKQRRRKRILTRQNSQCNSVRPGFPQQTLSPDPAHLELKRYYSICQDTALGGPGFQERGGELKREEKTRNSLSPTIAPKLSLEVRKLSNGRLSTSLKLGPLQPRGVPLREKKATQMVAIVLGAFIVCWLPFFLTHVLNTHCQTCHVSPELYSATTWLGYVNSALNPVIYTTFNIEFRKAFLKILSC
#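 Agonist mode: compounds and dopamine controls were applied to plated cells for 90 min at 37 degrees C after an overnight attachment at 1500 cells/well. Luminescent read-out followed 30 - 60 minutes at room temperature with DiscoveRx detection reagent.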
# MCF10A rerep: DNA re-replication induction in MCF 10a cells; MCF 10A DNA re-replication, Hoechst nuclear intensity, 48 h; Potency, µM (highest dose often 46.1 µM), for inactives: at the top dose activity, positive = re-replication, actives largely listed as activators; 350,000 compounds, 2.9% hits; AID 624296; further: potency means the concentration at half of the fitted maximal effect; % of control where 0% means no effect; nearly all actives have a fitted effect of over 50% in size
# KB-3-1 tox: kills parental KB-3-1 adenocarcinoma cells; KB-3-1 viability, CellTiter-Glo ATP luminescence, 72 h; Potency, µM (series often up to 46.1 µM), inactives show at the highest dose activity change, negative = cytotoxic, hits mostly cytotoxic; 400,000 compounds, 1.4% hits; further: potency means the concentration at half of the fitted maximal effect; on the % scale 0 is the no-effect control and ±100 the full control effect; nearly all actives have a fitted effect of over 60% in size
#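 Screening of KB-3-1 cells (DMEM, 10% FBS, phenol-red free) ran from lowest to highest compound concentration; after 72 h at 37 °C viability was read luminescently and curves fitted.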
# HT1080 IDH1KD tx: kills HT-1080 cells with IDH1 knockdown | HT-1080 IDH1 knockdown viability, ATP luminescence, 48 h | Potency, µM (titrated, usually from 46.1 µM), without a hit: at the highest dose activity, negative = toxicity, actives largely listed as cytotoxic | 360,000 compounds, 2% hits | AID 686971;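 further: potency means the concentration at half of the fitted maximal effect; 0% = DMSO wells and -100% = cell-free medium wells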
#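 Assay cells: HT-1080 with IDH1 knockdown, 750 per well, RPMI/5% FBS. Exposure: 48 h at 37 °C following 2 h pre-incubation. Read: CellTiter-Glo luminescence; fitted concentration-response, curve class assigned.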
# HEK293 tox: cytotoxic in the GLP-1 receptor inverse agonist counter-screen. HEK293 cAMP-luciferase reporter cells, luminescence, 24 h. Potency, µM (series often up to 38.3 µM), without a hit: top-dose activity change, negative = inhibition, hits mostly inhibitors. 410,000 compounds, 0.13% hits. AID 624418;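 further: loss of luciferase light is scored as toxicity; potency means the concentration at half of the fitted maximal effect; on the % scale 0 is the no-effect control and ±100 the full control effect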
#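 Luminescence readout: signal drop marks cytotoxicity. Plated cells grew 12 h at 37 °C, 5% CO2, received 23 nL compound for 24 h, then got luciferase reagent, read after 12 min at RT.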
# HT1080NT lethal: kills 2HG-producing HT-1080-NT fibrosarcoma cells | Potency, µM (top dose mostly 46.1 µM), inactives show at the highest dose activity, negative = less viability, hits mostly cytotoxic | AID 686970 | HT-1080-NT fibrosarcoma viability, CellTiter-Glo ATP luminescence, 48 h | 360,000 compounds, 1.6% hits;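 further: NT is the 2HG producing partner of a matched IDH1 knockdown line; potency means the concentration at half of the fitted maximal effect; 0% = DMSO-treated cells and -100% = media-only wells without cells; nearly all actives have a fitted effect of over 55% in size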
#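 Read-out is CellTiter-Glo luminescence after 10 minutes at room temperature, following 48 hours' compound treatment of HT-1080-NT cells (750 cells/well, RPMI, 5% FBS, 37 degrees C).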
# IL1B secr inh: inhibitors of inflammasome signaling (IL-1 beta secretion). AID 743279. activity change, % at 57.5 µM. THP-1 LPS/ATP IL-1B secretion, AlphaLISA, 16 h; active compounds read low. 360,000 compounds, 4.7% hits; in the data active means activity change below about -50%; inconclusive means mostly about -30% to -49%; further: on the % scale 0 is the no-effect control and ±100 the full control effect
#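 THP-1 cells pretreated 1 hr with compounds (up to 57.5 uM final), then stimulated with LPS (250 ng/mL final) plus ATP (1.25 mM final); secreted IL-1B measured by AlphaLISA after 16 hr, decreased signal indicating inhibition.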
# * marks the source's active call; other numbers are inactive results; u = inconclusive; x = not tested or not shown; [ ] = another dose, or the depositor's remark. Unless noted, the call rests on the fitted dose curve; in most records, active means well fitted curve in the direction sought with a large enough effect; inconclusive means small, poorly fitted or top-dose-only effect, or another doubt; inactive means no such curve, though single readings can be large; an effect the other way counts as inactive or inconclusive. The order is random. Share with any hit: about 11%.
# The line under a structure holds: MCF10A rerep, HT1080NT lethal, HEK293 tox, HT1080 IDH1KD tx, IL1B secr inh, KB-V1 MDR tox, SW480 rereplic, KB-3-1 tox, D3 ag
COc1ccccc1Cn1c(=S)[nH]c2cc(C(=O)NCCN(C)C)ccc2c1=O
    8%, -26%, 11%, -39%, -56*, 5%, u, -21%, -17
COc1ccc(C2C(C(C)=O)=C(O)C(=O)N2c2nc3ccccc3s2)cc1OC (configuration not stated)
    2.3µM*, 4%, 1%, -3%, 0, -24%, u, -5%, 7
O=[N+]([O-])c1cccnc1N1CCOCC1
    3%, 8%, -9%, -1%, 9, u, -10%, 1%, 11
Oc1ccc(Br)cc1CNc1nccs1
    -1%, -1%, 1%, -5%, -10, 2%, u, 1%, -5
O=C(c1cc2ccccc2oc1=O)N1CCN(c2ccc(N3CCOCC3)nn2)CC1
    8%, -3%, 8%, 6%, -9, -17%, -12%, 0%, -8
C=CCC(O)(CCN1CCCCC1)c1ccccc1 (configuration not stated)
    -12%, 1%, 70%[activator], 5%, -13, 0%, 1%, 0%, -10
Cc1ccc(C)c(OCc2cc(C(=O)N3CCN(C(=O)c4ccco4)CC3)no2)c1
    5%, 10%, 10%, 2%, -2, u, -3%, -17%, -2
CCOc1ccc(-n2c(=O)[nH]cc(C(=O)N3CCCc4ccccc43)c2=O)cc1
    2%, 0%, -2%, 7%, 25, 17%, -5%, 0%, -7
CN(C)CCC(C(=O)c1ccccc1)c1ccncc1 (configuration not stated)
    -2%, 18%, 1%, 14%, -11, 13%, -1%, u, 0
Cc1nn(CC(=O)c2ccc(Cl)cc2Cl)c(C)[n+]1N
    -1%, -1%, 4%, 2%, 13, 19%, -7%, -1%, 9
CC1CCC2C(=O)N(c3ccc(C(=O)NCc4ccccc4)cc3)C(=O)C2C1 (configuration not stated)
    10%, -4%, 4%, 3%, 19, 20%, 0%, 3%, 2
Cc1coc2cc3oc(=O)c(CCC(=O)NCc4ccccc4Cl)c(C)c3cc12
    x, x, 13%, x, x, 25%, x, -1%, -12
CCC(=O)Nc1ccccc1C(=O)N1CCCC1
    0%, -3%, -2%, -4%, -12, -3%, -5%, -2%, -18
CC[C@H](C)[C@H]1CNC(=S)N1CC1CCN(CC)CC1
    x, u, -4%, 3%, 14, 11%, x, -6%, 4
CC1CCc2c(nc3ncnn3c2NCCc2ccccc2F)C1 (configuration not stated)
    -15%, -2%, -9%, -9%, x, -23%, 1%, 3%, 3
CN1CCc2c(sc(/N=C/c3c[nH]c4ccccc34)c2C(N)=O)C1
    12%, 2%, 0%, 1%, u, 0%, -2%, 5%, -21
COc1ccc(-c2cc(C(F)(F)F)n3nc(C(=O)Nc4cc(C(F)(F)F)ccc4Cl)cc3n2)cc1OC
    x, x, -13%, x, x, 11%, x, 7%, 6
Cc1ccc(CNC(=O)c2cc(=O)c3ccccc3o2)cc1
    1%, -25%, 0%, -18%, -4, -25%, 12%, -4%, 17
COc1ccc(OC)c(C(=O)c2ccc(C(=O)N3CCN(Cc4csc(C)n4)CC3)cc2)c1
    -3%, -1%, 0%, -1%, 27, 3%, -7%, -4%, -12
O=C(Nc1nnc(-c2ccc(Cl)cc2)o1)c1cccc(N2C(=O)CCC2=O)c1
    3%, -3%, 3%, -1%, 13, -6%, -6%, 3%, -1

# Reformatted in CSV form: part of the list above
Compound,MCF10A rerep,HT1080NT lethal,HEK293 tox,HT1080 IDH1KD tx,IL1B secr inh,KB-V1 MDR tox,SW480 rereplic,KB-3-1 tox,D3 ag
CC1CCC2C(=O)N(c3ccc(C(=O)NCc4ccccc4)cc3)C(=O)C2C1 (configuration not stated),10%,-4%,4%,3%,19,20%,0%,3%,2
Cc1coc2cc3oc(=O)c(CCC(=O)NCc4ccccc4Cl)c(C)c3cc12,x,x,13%,x,x,25%,x,-1%,-12
CCC(=O)Nc1ccccc1C(=O)N1CCCC1,0%,-3%,-2%,-4%,-12,-3%,-5%,-2%,-18
CC[C@H](C)[C@H]1CNC(=S)N1CC1CCN(CC)CC1,x,u,-4%,3%,14,11%,x,-6%,4
CC1CCc2c(nc3ncnn3c2NCCc2ccccc2F)C1 (configuration not stated),-15%,-2%,-9%,-9%,x,-23%,1%,3%,3
CN1CCc2c(sc(/N=C/c3c[nH]c4ccccc34)c2C(N)=O)C1,12%,2%,0%,1%,u,0%,-2%,5%,-21
COc1ccc(-c2cc(C(F)(F)F)n3nc(C(=O)Nc4cc(C(F)(F)F)ccc4Cl)cc3n2)cc1OC,x,x,-13%,x,x,11%,x,7%,6

# (listing goes on)
# The line under a structure holds: MCF10A rerep, HT1080NT lethal, HEK293 tox, HT1080 IDH1KD tx, IL1B secr inh, KB-V1 MDR tox, SW480 rereplic, KB-3-1 tox, D3 ag
O=C(OCC(=O)N1CCOCC1)c1ccc2ccccc2c1
    -1%, 0%, 2%, 12%, 32, 4%, -4%, 5%, 0
CCCCNC(=O)c1oc2ccc(S(=O)(=O)N3CCCC3)cc2c1C
    0%, -13%, -32%, -5%, -19, -20%, -16%, -10%, 7
CCCCn1c(NCc2cccs2)nc2ccccc21
    -8%, -10%, -19%, -6%, -17, -5%, -2%, -14%, -2
COc1ccc(C(=O)NCCNc2nc3cc(C)c(C)cc3cc2C)cc1
    u, -19%, 1%, -7%, 0, -21%, u, -1%, -3
CC1CCN(S(=O)(=O)c2cccc(-c3csc(-c4cccnc4)n3)c2)CC1
    u, -4%, -5%, -1%, -6, -21%, 1%[9.22 µM], -29%, -7
COC(=O)c1[nH]nc2c1C(=O)N(Cc1ccccc1)C2=O
    -7%, 2%, -14%, -1%, 18, 4%, -10%, -1%, 0
O=C(NCCCCCCCCCNC(=O)C(F)(F)F)C(F)(F)F
    -4%, 15%, -3%, 4%, 14, 20%, -4%, 2%, 17
Cc1ccccc1Cn1c(C)c(C(=O)NCCC#N)sc1=O
    x, u, 6%, 2%, 16, -11%, x, 11%, -6
C=CCc1cccc(Cl)c1OCCCNC1CCCC1
    2%, -27%, u, -10%, -28, u, -3%, -7%, -9
COC(=O)c1ccc(CSc2nnc(Nc3cccc(OC)c3)s2)o1
    -3%, 6%, -3%, 8%, 0, u, 2%, -2%, -6
Cc1cccc(C)c1NC(=O)c1csc([C@H]2C[C@H](O)[C@@H](CO)O2)n1
    x, 7%, -7%, 0%, 8, 10%, x, 0%, -21
Cc1c(Nc2nc3ccccc3nc2NS(=O)(=O)c2ccccc2)c(=O)n(-c2ccccc2)n1C
    9%, 1%, 17%, u, 7, -16%, -1%, -1%, 2
COc1ccc(-c2nc(CN3CCC(C(=O)NCCc4ccccc4)CC3)c(C)o2)cc1OC
    x, x, -1%, x, x, 6%, x, 3%, 4
Cc1cc(C)c(C)c(S(=O)(=O)N2CCC(C(=O)Nc3ccncc3)CC2)c1C
    12%, u, 28%, u, -8, -11%, -4%, -5%, 3
CC(C)CCN1CCN=C1Nc1ccccc1
    22%, 8%, -10%, 19%, -7, -7%, -6%, 0%, 19
CN(C)S(=O)(=O)N1CCCC(C(=O)c2ccc(C(F)(F)F)cc2)C1 (configuration not stated)
    10%, -7%, 2%, -6%, -8, 23µM*, 0%, -21%, -2
Cc1ccc(OCC(=O)NNC(=O)C2CSC3(C)CCC(=O)N23)cc1 (configuration not stated)
    2%, 0%, -1%, 8%, -3, -4%, -1%, -7%, 3
CCCCCCCCCCCCCC(=O)NO
    u, u, 15%, u, 0, 1%, 4%, 0%, 7
COc1ccc(NC(=O)CSc2nc3ccccc3c(=O)n2CCC(=O)N2CCCCC2)cc1
    3%, 0%, u, -11%, -25, u, -1%, -5%, 2
O=C(CNS(=O)(=O)c1ccc(F)c(Cl)c1)N1CCCCCC1
    4%, 0%, -2%, 16%, -6, 6%, -2%, 9%, -7
CC(=O)Oc1ccc(-c2csc(Nc3ccccn3)n2)cc1
    x, -20%, -24%, u, -24, 0%, x, -3%, -1
Cc1ccc(CCNC(=O)Cn2ccc3cc(S(=O)(=O)N4CCCC4)ccc32)cc1
    19%, -17%, -2%, -6%, 21, -16%, 13%, -15%, 8
O=C(NCCc1ccccc1)c1cnc2n(c1=O)CCS2
    -2%, 9%, 25%, 7%, -5, -28%, -6%, u, -3
Cc1cc(-c2ccccc2)nc2cc(C(N)=O)nn12
    14%, 1%, -4%, 7%, -17, -1%, 1%, 0%, -12
N#CCOC(=O)[C@H](Cc1c[nH]c2ccccc12)NS(=O)(=O)c1ccc(Cl)cc1
    u, 0%, -27%, 3%, 34, -1%, -10%, 1%, 1
CCOC(=O)c1ccc(S(=O)(=O)NCC(c2ccc(N(C)C)cc2)c2c[nH]c3ccccc23)cc1 (configuration not stated)
    0%, u, 9%, u, 3, u, -3%, -20%, -29
O=C(NCCCN1CCCC1=O)c1ccc(S(=O)(=O)Nc2ccccc2)cc1
    11%, 10%, -2%, 8%, 8, -3%, -3%, -1%, -1
O=C(COC(=O)C1(c2ccccc2F)CCCC1)N1CCc2ccccc21
    -5%, 12%, 2%, 20%, 5, 13%, 2%, 11%, 1
O=C(NCCCN1CCCC1=O)c1ccc2c(=O)n(-c3ccccc3F)c(=S)[nH]c2c1
    -2%, 19%, 6%[7.66 µM], 9%, 32, -14%, -5%, -6%, -5
COc1ccc(Cl)cc1NC(=O)c1cc(-c2ccc3c(c2)OCO3)on1
    x, x, -9%, x, x, 0%, x, -1%, 2
Cc1c(NC(=O)c2ccccc2NS(=O)(=O)c2ccc(Br)cc2)c(=O)n(-c2ccccc2)n1C
    13%, 0%, 10%, 3%, 1, 23µM*, 4%, 8%, -2
O=C(c1ccc(S(=O)(=O)N2CCOCC2)cc1)N(c1ccc(F)cc1)C1C=CS(=O)(=O)C1 (configuration not stated)
    2%, 10%, -8%, 2%, 24, 3%, -1%, -1%, 6
